Source: PubChem BioAssay (several laboratories)
HIF act: HIF pathway transcriptional activation; activation, % at 7.5 µM (by protocol); 0.32% of 300,000 active; AID 1910; U2OS HRE-luciferase reporter, luminescence; normalized: DMSO 0%, desferrioxamine 100%;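 active = mean activation of at least 10% of the iron chelator positive control signal, with at least half of replicates also reaching 10%; inconclusive = mean and replicate majority disagree about reaching 10%; inactive = mean and most replicates under 10%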
IEC-6 tox: kills IEC-6 intestinal cells in KLF5 counter-screen; IEC-6 cytotoxicity, luminescence viability; inhibition, % at 5 µM; 0.78% of 290,000 active; AID 1825; in the data active = inhibition above about 22%;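 also: 0% = plate median of test compound wells and 100% = cytotoxic reference compound wells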
HSF1 activator: increases HSF-1 driven luciferase reporter signal; NIH3T3-HGL HSF-1 luciferase reporter, MG132, 8 h; 100% = twice DMSO control signal; activation, % at 9 µM; 1.7% of 300,000 active; AID 504408;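 active = mean replicate activation of at least 50% with a set share of replicates each reaching 50%; inconclusive = only one of those two conditions met; inactive = mean below 50% and too few replicates reaching it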;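 also: 0% = median of the neutral control wells and 100% = twice that signal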
HDAC3 inh: blocks human histone deacetylase 3. O15379. 0.15% of 320,000 active. inhibition, % at 8.3 µM. recombinant HDAC3, fluorogenic peptide/trypsin coupled, fluorescence; in the data active = inhibition above about 26%, passing the limit was not always enough; inconclusive = no clear call, values can overlap the other calls
Target sequence (O15379 whole entry, looked up): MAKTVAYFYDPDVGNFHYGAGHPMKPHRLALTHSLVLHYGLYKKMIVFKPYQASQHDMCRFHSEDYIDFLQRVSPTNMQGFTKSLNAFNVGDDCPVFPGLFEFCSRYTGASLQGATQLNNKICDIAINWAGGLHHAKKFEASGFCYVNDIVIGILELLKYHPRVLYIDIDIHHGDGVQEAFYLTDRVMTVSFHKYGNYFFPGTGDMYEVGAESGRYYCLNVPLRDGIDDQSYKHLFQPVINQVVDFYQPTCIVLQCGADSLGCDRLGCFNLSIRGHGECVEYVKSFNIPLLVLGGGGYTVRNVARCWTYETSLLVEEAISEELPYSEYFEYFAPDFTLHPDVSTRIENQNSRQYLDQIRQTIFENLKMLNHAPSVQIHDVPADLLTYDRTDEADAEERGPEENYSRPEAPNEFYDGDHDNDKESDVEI
AI-2 QS mod: modulators of Vibrio harveyi AI-2 quorum sensing system; AID 2094; 0.4% of 300,000 active; activity change, % at 7.5 µM; Vibrio harveyi JMH597 AI-2 luminescence/OD600 ratio, 9 h; hits give low values; strain lacks LuxN and CqsS sensors; 0 = neutral-control median; in the data active = activity change below about -75%, passing the limit was not always enough; inconclusive = no clear call, values can overlap the other calls;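 also: luminescence divided by OD600 gain over 9 h not by final OD600 alone; inactives centre near 13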
Platelet DG rel: platelet dense granule release activity; human platelet-rich plasma, SFLLRN dense granule ATP release, luminescence; inhibition, %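 (compounds screened at 7.5 µM in platelet-rich plasma)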; 0.22% of 300,000 active; AID 1663;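 active = mean replicate score, as percent of positive control, at or above 50; inconclusive = mean below 50 but at least one replicate at or above 50; inactive = mean and every replicate below 50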
KLF5 inhibitor: kruppel-like factor 5 inhibition. DLD-1 KLF5 promoter-luciferase reporter, luminescence. inhibition, % at 5 µM. 0.23% of 290,000 active. AID 1700;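 active = inhibition above a per-plate limit of that plate's mean compound inhibition plus 3 SD, cut at about 60% in these data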;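 also: 0% = DMSO wells and 100% = LY294002 at 200 µM; higher means less KLF5 promoter-driven luciferase light; inactives centre near -14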
HSF1 inh: HSF1 inhibition; 0.77% of 300,000 active; NIH3T3-HGL HSE-luciferase, MG132-induced, luminescence 8 h; hits give low values; activity change, negative = inhibition, % at 7.5 µM (by protocol);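 active = more than half of replicate wells show activity change below -50%, luminescence cut by over half; inconclusive = some wells, but at most half, below -50%; inactive = no replicate well below -50%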;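 also: luciferase reports HSF-1 transcriptional activity via heat shock element; 0% = median of DMSO wells and -100% = zero luminescence signal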
aSyn UTR inh: 5' untranslated region of α-synuclein, MLPCN primary screen; alpha-synuclein 5'UTR reporter, inhibitor activity; AID 1813; inhibition, % (tested at 7.5 µM); 0.82% of 300,000 active; in the data active = inhibition above about 60%; inconclusive = no clear call, values can overlap the other calls;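 also: H4 neuroglioblastoma cells stably carrying SNCA 5'UTR luciferase fusion; 0% = DMSO wells and 100% = positive control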
HSP90 refold inh: blocks HSP90-mediated luciferase refolding in reticulocyte lysate. inhibition, % at 5.6 µM. 0.91% of 290,000 active. Rabbit reticulocyte lysate, luciferase refolding luminescence, 3 h. AID 1789;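 active = inhibition above the screen-wide mean plus 3 SD, computed separately per campaign, cut at about 16% in these data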;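 also: 0% = DMSO wells and 100% = 60 µM geldanamycin wells; inhibitors lower the luminescence because luciferase stays unfolded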
* hit, by the source's call.

How did O=C(CCc1ccc(F)c(F)c1)NC1CCCN(Cc2ccc(Cl)cc2)C1 (centres undefined) do in these assays?
HIF act: -15; IEC-6 tox: -8; HSF1 activator: 21; HDAC3 inh: -3; AI-2 QS mod: -8; Platelet DG rel: -10; KLF5 inhibitor: -37; HSF1 inh: 2; aSyn UTR inh: -7; HSP90 refold inh: -2

What do the screens show for `CCNS(=O)(=O)c1ccc(C)c(-n2cnnn2)c1C`?
HIF act: -0.2; IEC-6 tox: -3; HSF1 activator: 7; HDAC3 inh: -6; AI-2 QS mod: 6; Platelet DG rel: -6; KLF5 inhibitor: -50; HSF1 inh: 4; aSyn UTR inh: 1; HSP90 refold inh: -5

How did COc1ccc(C(=O)N2CCCc3ccccc32)cc1 do in these assays?
HIF act: 0.1; IEC-6 tox: 1; HSF1 activator: 14; HDAC3 inh: -5; AI-2 QS mod: 9; Platelet DG rel: inconclusive; KLF5 inhibitor: -19; HSF1 inh: -2; aSyn UTR inh: 14; HSP90 refold inh: -2

How did CCC(C)(C)NC(=O)C(c1ccncc1)N(C(=O)c1sc(C)nc1C)c1ccc(F)cc1 (centres undefined) do in these assays?
HIF act: 1.0; IEC-6 tox: 5; HSF1 activator: -51; HDAC3 inh: 3; AI-2 QS mod: 19; Platelet DG rel: 1; KLF5 inhibitor: -15; HSF1 inh: -38; aSyn UTR inh: -37; HSP90 refold inh: -2

How did COCC(=O)N(Cc1cc2cc(C)ccc2[nH]c1=O)c1cccc(C)c1C do in these assays?
HIF act: 0.8; IEC-6 tox: 2; HSF1 activator: -15; HDAC3 inh: -6; Platelet DG rel: -3; KLF5 inhibitor: -17; HSF1 inh: -3; aSyn UTR inh: 7; HSP90 refold inh: 3

How did CCc1nnc(NC(=O)[C@@H](NC(=O)c2cccc(C)c2)C(C)C)s1 do in these assays?
HIF act: -0.3; IEC-6 tox: 0; HSF1 activator: 31; HDAC3 inh: -3; AI-2 QS mod: 23; Platelet DG rel: 0; KLF5 inhibitor: -9; HSF1 inh: 2; aSyn UTR inh: 2; HSP90 refold inh: -4

How did Cc1cc(C)n(C(=O)c2cccc([N+](=O)[O-])c2C)n1 do in these assays?
HIF act: 0.2; IEC-6 tox: 6; HSF1 activator: -3; HDAC3 inh: -9; AI-2 QS mod: -4; Platelet DG rel: 2; KLF5 inhibitor: 0; HSF1 inh: 0; aSyn UTR inh: 12; HSP90 refold inh: -1

How did CCCCc1n[nH]c2c1/C(=N/O)CC(c1ccccc1)C2 (centres undefined) do in these assays?
HIF act: 0.5; IEC-6 tox: 10; HSF1 activator: 13; HDAC3 inh: -4; AI-2 QS mod: -2; Platelet DG rel: -22; KLF5 inhibitor: -28; HSF1 inh: 6; aSyn UTR inh: 58; HSP90 refold inh: -4

What do the screens show for `O=c1[nH][nH]c(=O)c2cc(N3CCCC3)ccc12`?
HIF act: 0.1; IEC-6 tox: -3; HSF1 activator: 33; HDAC3 inh: -2; AI-2 QS mod: 4; Platelet DG rel: 1; KLF5 inhibitor: -16; HSF1 inh: 5; aSyn UTR inh: -1; HSP90 refold inh: 2

Results for O=C1CSC(c2cccc([N+](=O)[O-])c2)N1Cc1ccccc1 (centres undefined) ?
HIF act: 0.3; IEC-6 tox: 14; HSF1 activator: -2; HDAC3 inh: 0; AI-2 QS mod: 18; Platelet DG rel: -1; KLF5 inhibitor: -18; HSF1 inh: -4; aSyn UTR inh: 15; HSP90 refold inh: 1

Results for Cc1cc(C(=O)NC2CCCc3c2cnn3-c2ccc(C)c(C)c2)n(C)n1 (centres undefined) ?
HIF act: 0.7; IEC-6 tox: 38*; HSF1 activator: -12; HDAC3 inh: -12; AI-2 QS mod: 1; Platelet DG rel: -4; KLF5 inhibitor: 21; HSF1 inh: -6; aSyn UTR inh: 6; HSP90 refold inh: -3

How did Cc1ccc(CNC(=O)CCNC(=O)Cn2ccc3ccccc3c2=O)o1 do in these assays?
HIF act: 0.0; IEC-6 tox: -1; HSF1 activator: 24; HDAC3 inh: 1; AI-2 QS mod: 7; Platelet DG rel: -2; KLF5 inhibitor: -1; HSF1 inh: -14; aSyn UTR inh: 11; HSP90 refold inh: -4

How did O=C(COc1ccccc1)NCC(=O)N/N=C/c1ccccc1 do in these assays?
HIF act: -0.4; IEC-6 tox: 9; HSF1 activator: -4; HDAC3 inh: 1; AI-2 QS mod: 18; Platelet DG rel: -3; KLF5 inhibitor: -24; HSF1 inh: -6; aSyn UTR inh: 16; HSP90 refold inh: 5

How did Cc1ccc(C(=O)NC2CCN(Cc3ccccc3)CC2)cc1S(=O)(=O)N1CCOCC1 do in these assays?
HIF act: 0.5; HSF1 activator: -19; HDAC3 inh: -5; AI-2 QS mod: 19; Platelet DG rel: 3; HSF1 inh: 0; aSyn UTR inh: 7

Results for CC(=O)NC(c1ccccc1)c1cc(Cl)c2cccnc2c1O (centres undefined) ?
HIF act: 4.4; IEC-6 tox: 83*; HSF1 activator: -84; HDAC3 inh: 4; AI-2 QS mod: 28; Platelet DG rel: 14; KLF5 inhibitor: 89*; HSF1 inh: -83*; aSyn UTR inh: 42; HSP90 refold inh: 18*

What do the screens show for `O=C(COC(=O)c1cc(Cl)ccc1O)NCCC1=CCCCC1`?
HIF act: -1.6; HSF1 activator: -4; HDAC3 inh: 0; AI-2 QS mod: 8; Platelet DG rel: 2; HSF1 inh: 1; aSyn UTR inh: 12

How did Cc1cc(C)nc(SCCn2c(N3CCCCC3)nc3c2c(=O)n(C)c(=O)n3C)n1 do in these assays?
HIF act: 0.5; IEC-6 tox: -5; HSF1 activator: 44; HDAC3 inh: 3; AI-2 QS mod: 25; Platelet DG rel: 1; KLF5 inhibitor: -21; HSF1 inh: 10; aSyn UTR inh: 13; HSP90 refold inh: 3

How did CCN(c1ccccc1)S(=O)(=O)c1ccc(Cl)c(NC(=O)CN2C(=O)NC3(CCCC3)C2=O)c1 do in these assays?
HIF act: -0.4; IEC-6 tox: -1; HSF1 activator: 9; HDAC3 inh: -1; AI-2 QS mod: 10; Platelet DG rel: -1; KLF5 inhibitor: 13; HSF1 inh: -1; aSyn UTR inh: 3; HSP90 refold inh: 1

Results for COc1ccc(CC2(CO)CCN(Cc3cnn(-c4ccccc4OC)c3)CC2)cc1 ?
HIF act: 0.0; IEC-6 tox: 2; HSF1 activator: 2; HDAC3 inh: -4; AI-2 QS mod: 9; Platelet DG rel: 16; KLF5 inhibitor: -11; HSF1 inh: 0; aSyn UTR inh: 2; HSP90 refold inh: -2

Results for CC(CCc1ccccc1)NC(=S)NC1CCCCC1 (centres undefined) ?
HIF act: 0.2; IEC-6 tox: 5; HSF1 activator: 9; HDAC3 inh: 1; AI-2 QS mod: 2; Platelet DG rel: 0; KLF5 inhibitor: -9; HSF1 inh: 2; aSyn UTR inh: -10; HSP90 refold inh: -2

How did Oc1[nH]c2ccc(Br)cc2c1N=NC(=S)Nc1ccc(F)cc1 do in these assays?
HIF act: -0.3; IEC-6 tox: 22*; HSF1 activator: -10; AI-2 QS mod: 36; Platelet DG rel: 9; KLF5 inhibitor: 7; HSF1 inh: 0; aSyn UTR inh: 52; HSP90 refold inh: 1

How did CC(C)N(Cc1nc(-c2ccc(Cl)cc2)no1)C(=O)C12CC3CC(CC(C3)C1)C2 do in these assays?
HIF act: 0.2; IEC-6 tox: 5; HSF1 activator: -6; HDAC3 inh: -1; AI-2 QS mod: 14; Platelet DG rel: 4; KLF5 inhibitor: -3; HSF1 inh: 2; aSyn UTR inh: -5; HSP90 refold inh: 0

Results for CCN1CCN(CCNC(=O)c2ccc3nc(-c4cccc(C)c4)c(-c4cccc(C)c4)nc3c2)CC1 ?
HIF act: -1.4; IEC-6 tox: -7; HSF1 activator: 16; HDAC3 inh: -16; AI-2 QS mod: 20; Platelet DG rel: 5; KLF5 inhibitor: -15; HSF1 inh: 4; aSyn UTR inh: -23; HSP90 refold inh: 1

Results for CNC(=O)C(=O)NCC(c1cccs1)S(=O)(=O)c1ccc(F)cc1 (centres undefined) ?
HIF act: -0.6; IEC-6 tox: 1; HSF1 activator: 3; HDAC3 inh: -8; AI-2 QS mod: -13; Platelet DG rel: -3; KLF5 inhibitor: -3; HSF1 inh: -9; aSyn UTR inh: 6; HSP90 refold inh: 1

How did CC(Oc1ccc(F)cc1)C(=O)Nc1sc2c(c1C(=O)NCc1cccnc1)CCCC2 (centres undefined) do in these assays?
HIF act: -0.5; IEC-6 tox: -5; HSF1 activator: 6; HDAC3 inh: 8; AI-2 QS mod: 21; Platelet DG rel: 1; KLF5 inhibitor: 1; HSF1 inh: 5; aSyn UTR inh: 4; HSP90 refold inh: 0

How did CCOc1ccc(/C=C\C(C)=N\O)cc1 do in these assays?
HIF act: 2.6; IEC-6 tox: -5; HSF1 activator: 25; HDAC3 inh: 8; AI-2 QS mod: 13; Platelet DG rel: 39; KLF5 inhibitor: -85; HSF1 inh: -1; aSyn UTR inh: -150; HSP90 refold inh: 0

Results for C[n+]1ccc(C(=O)NCCC[N+](C)(C)C)cc1/C=N/O ?
HIF act: -0.1; IEC-6 tox: -1; HSF1 activator: -11; HDAC3 inh: -2; AI-2 QS mod: 3; Platelet DG rel: 11; KLF5 inhibitor: -39; HSF1 inh: 0; aSyn UTR inh: 2; HSP90 refold inh: 1

Results for Cc1cccc([N+](=O)[O-])c1NC(=O)CN(Cc1ccccc1)Cc1ccccc1 ?
HIF act: -0.5; IEC-6 tox: -4; HSF1 activator: 37; HDAC3 inh: 10; AI-2 QS mod: 21; Platelet DG rel: -21; KLF5 inhibitor: -14; HSF1 inh: 18; aSyn UTR inh: 22; HSP90 refold inh: -3

Results for CCOC(=O)C1(Cc2cccc(OC)c2)CCCN(C(=O)CCSC)C1 (centres undefined) ?
HIF act: -13; IEC-6 tox: -1; HSF1 activator: 43; HDAC3 inh: 3; AI-2 QS mod: -1; Platelet DG rel: -9; KLF5 inhibitor: -79; HSF1 inh: 21; aSyn UTR inh: -42; HSP90 refold inh: -3

How did O=C(/C=C/c1ccccc1)NCC(=O)N/N=C/c1ccccc1[N+](=O)[O-] do in these assays?
HIF act: -0.1; IEC-6 tox: 6; HSF1 activator: 11; HDAC3 inh: -7; AI-2 QS mod: 25; Platelet DG rel: -2; KLF5 inhibitor: -7; HSF1 inh: -1; aSyn UTR inh: -15; HSP90 refold inh: 4

Results for CCC1(CC)NC(=O)N(CC(=O)OC(C)C(=O)Nc2ccc(Cl)cn2)C1=O (centres undefined) ?
HIF act: 0.9; HSF1 activator: -4; HDAC3 inh: -2; AI-2 QS mod: 15; Platelet DG rel: -3; HSF1 inh: -5; aSyn UTR inh: -4

What do the screens show for `O=C(CSc1n[nH]c(=O)[nH]c1=O)c1ccc([N+](=O)[O-])cc1`?
HIF act: -2.5; IEC-6 tox: -4; HSF1 activator: 16; HDAC3 inh: 3; AI-2 QS mod: 39; Platelet DG rel: -1; KLF5 inhibitor: -8; HSF1 inh: 0; aSyn UTR inh: -3; HSP90 refold inh: 0

Results for Cc1ccc(C(C(=O)NC2CCCC2)N(C(=O)CCC(=O)Nc2cc(C)on2)c2ccccc2)cc1 (centres undefined) ?
HIF act: -0.3; IEC-6 tox: -6; HSF1 activator: -11; HDAC3 inh: 3; AI-2 QS mod: 4; Platelet DG rel: 1; KLF5 inhibitor: -26; HSF1 inh: -4; aSyn UTR inh: 31; HSP90 refold inh: -4
